HP1b chromo inh: HTS for Inhibitors of HP1-beta Chromodomain Interactions with Methylated Histone Tails. Chromobox protein homolog 1 (Homo sapiens), P83916. AID 540317, 2011. Potency, µM (highest dose often 114 µM), inactives show at the highest dose activity change, negative = inhibition, actives largely listed as inhibitors. AlphaScreen HP1-beta / biotin-H3K9me3 peptide binding. actives 0.56% (n = 390,000); note: nearly all actives have a fitted effect of over 70% in size; inactives centre near 23
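HP1-beta protein (50 nM final) preincubated 30 min at room temperature with biotinylated H3(1-18)K9me3 peptide (50 nM) in PBS pH 7.4, 0.01% Tween-20, then compound added for 30 min. AlphaScreen streptavidin donor/nickel chelate acceptor beads (10 ug/mL final), 30 min dark, luminescence read.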
BAZ2B block: qHTS Assay for Inhibitors of BAZ2B | Bromodomain adjacent to zinc finger domain protein 2B (Homo sapiens), Q9UIF8 | AlphaScreen BAZ2B-H3K14Ac peptide displacement | Potency, µM (top dose mostly 114 µM), without a hit: at the highest dose activity change, negative = inhibition, hits mostly inhibitors | actives 4.4% (n = 360,000); note: % is set by controls: 0 for no effect and ±100 for the full control effect; nearly all actives have a fitted effect of over 60% in size
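AlphaScreen displacement of biotin-H3(5-23)K14Ac peptide (50 nM final) from BAZ2B (50 nM final) in PBS pH 7.4, 0.01% Tween-20; complex preformed 30 min RT, then compounds (top 110 uM) 30 min RT, beads 20 min dark.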
Tb PGK inh: qHTS Assay to Find Inhibitors of Phosphoglycerate Kinase; Potency, µM (titrated, usually from 57.5 µM), inactives show top-dose activity change, negative = inhibition, actives largely listed as inhibitors; AID 602233, 2012; actives 0.043% (n = 380,000); PGK/GAPDH coupled, Kinase-Glo luminescence, 60 min; note: % is set by controls: 0 for no effect and ±100 for the full control effect; nearly all actives have a fitted effect of over 60% in size
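Recombinant glycosomal PGK reaction used 1,3-bisphosphoglycerate generated in-well by GAPDH (100nM final) in 100mM TEA pH 7.6, 5mM MgCl2, 0.01% Tween-20. After 60 minutes at room temperature, ATP was read by Kinase-Glo Plus luminescence end-point.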
G9a inh: qHTS Assay for Inhibitors of Histone Lysine Methyltransferase G9a | G9a H3K9 monomethylation, AlphaScreen, 2 h | Potency, µM (series often up to 102 µM), for inactives: at the highest dose activity, negative = inhibition, most hits filed as inhibitors | actives 8.8% (n = 350,000) | Histone-lysine N-methyltransferase EHMT2 (Homo sapiens), Q96KQ7; note: % is set by controls: 0 for no effect and ±100 for the full control effect; nearly all actives have a fitted effect of over 75% in size
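Quantitative HTS format: methyltransferase activity on a biotin-tagged H3K9 peptide is measured by AlphaScreen, using a rabbit anti-monomethyl-H3K9 antibody with streptavidin donor and anti-IgG acceptor beads. Final levels are 20 nM enzyme, 500 nM peptide, 20 uM SAM; 2 h RT.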
JMJD2A Tudor inh: qHTS Assay for Inhibitors of JMJD2A-Tudor Domain; Lysine-specific demethylase 4A (Homo sapiens), O75164; AlphaScreen JMJD2A-Tudor / H3K4me3 peptide binding; Potency, µM (top dose mostly 114 µM), without a hit: top-dose activity change, negative = inhibition, hits mostly inhibitors; actives 4.4% (n = 390,000); AID 504339, 2011; note: % is set by controls: 0 for no effect and ±100 for the full control effect; nearly all actives have a fitted effect of over 50% in size
GLS inhibitor: qHTS for Inhibitors of Glutaminase (GLS). Glutaminase kidney isoform, mitochondrial (Homo sapiens), O94925. GLS enzymatic activity, qHTS titration. Potency, µM (top dose mostly 45.5 µM), for inactives: at the top dose activity change, negative = inhibition, actives largely listed as inhibitors. actives 0.21% (n = 410,000); note: % is set by controls: 0 for no effect and ±100 for the full control effect
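Two-point fluorescence kinetic (t0, 30 min RT) for hKGA; glutamate detected via glutamate oxidase–HRP–Amplex Red. Substrate: 1 mM L-glutamine solution; buffer 45 mM KH2PO4, pH 8.2.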
BLM inh: qHTS Assay for Inhibitors of Bloom's syndrome helicase (BLM); actives 0.2% (n = 350,000); Potency, µM (top dose mostly 56.1 µM), for inactives: at the top dose activity change, negative = inhibition, most hits filed as inhibitors; recombinant BLM DNA unwinding, fluorescence dequenching; RecQ-like DNA helicase BLM (Homo sapiens), P54132;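 note: plate controls were vehicle for no effect and no enzyme for full effect; nearly all actives have a fitted effect of over 35% in size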
Pol iota inh: qHTS for Inhibitors of Polymerase Iota; DNA polymerase iota (Homo sapiens), Q9UNA4; Pol iota fluorescent replication assay, 10 min; Potency, µM (series often up to 115 µM), for inactives: at the highest dose activity, negative = inhibition, most hits filed as inhibitors; actives 1% (n = 390,000)
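Fluorescent replication assay read twice, at 0 min and 10 min after adding 50 nM (final) substrate. Enzyme (10 nM) and compounds were first incubated 15 min at room temperature; enzyme-free buffer wells were negative controls.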
Pin1 inh: qHTS Assay to Find Inhibitors of Pin1. Peptidyl-prolyl cis-trans isomerase NIMA-interacting 1 (Homo sapiens), Q13526. Pin1 FP peptide displacement, HiFluor488, 10 min. Potency, µM (titrated, usually from 115 µM), for the others: at the top dose activity, negative = inhibition, hits mostly inhibitors. actives 0.009% (n = 390,000). AID 504891, 2011; active = well fitted inhibition curve with a large enough effect in the polarisation, with a control signal flat, not every such curve was filed as active; inconclusive = small, poorly fitted or top-dose-only effect, or effect the other way, or a change in a side signal; inactive = no such curve, though single readings can be large or run the other way; the % refers to the polarisation; note: % is set by controls: 0 for no effect and ±100 for the full control effect
Numbers without * were called inactive; i = inactive; ? = inconclusive; . = no result given; ! = repeats disagree; [ ] = another dose, or the depositor's remark. Unless noted, calls come from the whole dose curve; as a rule, active = well fitted curve in the direction sought with a large enough effect; inconclusive = small, poorly fitted or top-dose-only effect, or another doubt; inactive = no such curve, though single readings can be large; an effect the other way counts as inactive or inconclusive. Potency is the fitted concentration of half-maximal effect.

Below each SMILES: HP1b chromo inh	BAZ2B block	Tb PGK inh	G9a inh	JMJD2A Tudor inh	GLS inhibitor	BLM inh	Pol iota inh	Pin1 inh
[1] Cc1nc(Cl)sc1C(=O)Nc1ccc2ccccc2c1
    72.4%[activator]	10.0%	i	-6.0%[59 µM]	15.7%	-13.9%	-1.0%	111.5%[activator]	0.1%
[2] COc1ccc(OC)c(NC2=NCCCS2)c1
    19.1%	-37.8%	-1.1%	5.8%[59 µM]	-21.2%	-15.5%	-5.4%	145.6%[activator]	-3.9%
[3] COP(=O)(OC)C(Nc1ccccc1)c1ccccc1 (stereo not drawn)
    44.1%[activator]	0.5%	i	-21.5%	-14.8%	19.3%	-0.1%	19.3%	0.4%
[4] CN1CCN(c2cc([N+](=O)[O-])ccc2Cl)CC1
    16.3%	-16.3%	-1.8%	-35.0%	-15.1%	5.6%	-1.8%	14.8%	0.4%
[5] O=C(COc1ccccc1Cl)N1CCCC(N2CCN(c3ccc(F)cc3)CC2)C1 (stereo not drawn)
    1.2%	-36.7%	i	-23.7%	-35.9%	17.0%	-0.2%	12.2%	-0.7%
[6] Cc1cccc(C(=O)NC(Oc2ccccc2)C(Cl)(Cl)Cl)c1 (stereo not drawn)
    -0.1%	10.3%	-0.7%	3.5%[59 µM]	39.8µM*	-21.1%	-1.9%	17.1%	?
[7] CCOC(=O)CCCCCNC(=O)c1c(O)[nH]c(=O)[nH]c1=O
    4.4%	.	5.2%	.	79.4µM*	2.1%	.	-4.5%	-4.1%
[8] O=[N+]([O-])c1ccc(N2CCCC2)c2ncccc12
    20.5%	?	-5.2%	?	-21.4%	13.4%	-0.7%	7.2%	?
[9] N/C(=N/[N+](=O)[O-])N1CCN(C(=O)c2ccc(Cl)cc2)CC1
    26.3%	-4.7%	-1.9%	7.8%	7.7%	-2.6%	-0.7%	-5.9%	4.3%
[10] O=C(c1n[nH]c(=O)c2ccccc12)N1CCC2(CC1)OCCO2
    -20.8%	8.7%	-3.7%	-22.7%	-15.1%	26.3%	0.5%	18.0%	-0.3%
[11] Cc1ccc(C2NC(=S)NC(c3ccc(C)cc3)C23C(=O)NC(=O)NC3=O)cc1 (stereo not drawn)
    42.5%[activator]	-4.0%	0.7%	-7.0%[59 µM]	-9.5%	5.8%	-2.3%	8.0%	?
[12] COC(=O)N1CCN(C(=O)Cc2ccc(Cl)c(Cl)c2)C(CN2CCCC2)C1 (stereo not drawn)
    .	-7.9%	.	35.5µM*!	.	.	-6.5%	-9.6%[58.9 µM]	.
[13] CCCN1CCc2cccc3c2[C@H]1Cc1ccc(O)c(O)c1-3
    15.8µM*	.	-8.3%	1.68µM*	22.4µM*	?	.	?	-2.3%
[14] CN(C)c1ccc(/C=C2/C(=O)NC(=O)N(Cc3ccco3)C2=O)cc1
    -7.2%	-31.4%	-24.7%	?	-34.9%	-25.9%	-5.8%	15.8µM*	12.9%
[15] CN1C(=O)N(C)C(=O)C2(Cc3cc(NC(=O)c4ccccc4Cl)ccc3N3CCCC32)C1=O (stereo not drawn)
    40.8%[activator]	-11.1%	0.6%	.	?	2.3%	-5.6%	10.3%	21.2%
[16] Oc1cccc2nc3ccccc3nc12
    -29.0%	?	-2.7%	28.2µM*	?	24.8%	-4.1%	65.1%[activator]	-1.3%
[17] Cc1ccc(C)c(S(=O)(=O)c2nnn3c2nc(N2CCN(C)CC2)c2sccc23)c1
    41.2%[activator]	?	i	5.1%[59 µM]	-29.3%	5.8%	0.7%	27.7%	0.3%
[18] O=C1NC(=O)C(CCc2ccncc2)(CCc2ccncc2)C(=O)N1Cc1ccc(F)cc1
    -7.8%	-10.4%	0.0%	.	-17.4%	0.0%	-2.7%	29.3%	-0.2%
[19] COC(=O)C1=C(c2ccccc2)C[C@@H]2CC[C@H]1N2C(=O)NC1CC1
    36.7%	.	-5.8%	.	2.2%	-3.6%	.	11.5%	-0.6%
[20] CC1CCN(C(CC(=O)c2ccccc2)C(=O)c2ccccc2)CC1 (stereo not drawn)
    ?	.	-7.8%	.	20µM*	?	.	?	?

Remaining list, next part:
Abbreviations – A = HP1b chromo inh; B = BAZ2B block; C = Tb PGK inh; D = G9a inh; E = JMJD2A Tudor inh; F = GLS inhibitor; G = BLM inh; H = Pol iota inh; I = Pin1 inh
21	COc1c(O)cc2c(c1OC)-c1ccc(SC)c(=O)cc1C(NC(C)=O)CC2 (stereo not drawn)
  A: 12.8%	B: .	C: -2.4%	D: .	E: -23.6%	F: 11.2%	G: .	H: 8.3%	I: 1.4%

22	CC(C)CCOC(=O)c1c(N)n(CC2CCCO2)c2nc3ccccc3nc12 (stereo not drawn)
  A: 157.3%	B: 109.0%[activator]	C: i	D: 84.2%[activator][59 µM]	E: 52.2%[activator]	F: -5.1%	G: 3.2%	H: 27.0%	I: 5.9%

23	CC(C)(Oc1ccc(Cl)cc1)C(=O)OCC(=O)N1CCN(c2ccccc2)CC1
  A: 13.3%	B: 5.6%	C: -3.1%	D: -42.7%	E: -18.9%	F: 2.0%	G: .	H: 46.4%[activator]	I: -1.5%

24	COC(=O)C1=C(c2ccc(F)cc2OCc2ccccc2)C[C@@H]2CC[C@H]1N2C(=O)NCc1ccc(Cl)cc1
  A: 16.0%	B: 3.7%	C: 3.0%	D: 8.0%[2.33 µM]	E: -23.6%	F: 1.0%	G: .	H: 5.6%	I: 4.3%

25	CC(C)N1C(=O)/C(=C/C=C/c2ccco2)C(=O)N(Cc2ccco2)C1=O
  A: 28.2µM*	B: 35.5µM*	C: ?	D: .	E: 14.1µM*	F: ?	G: ?	H: ?	I: ?

26	Cc1cc(=O)oc2cc(OCC(=O)N3C[C@H]4C[C@@H](C3)c3cccc(=O)n3C4)c(Cl)cc12
  A: 21.7%	B: -1.7%	C: -6.4%	D: 6.8%	E: -15.0%	F: -1.9%	G: 3.5%	H: -3.5%	I: -9.0%

27	O=C1N[C@@H](Cc2ccccc2)C(=O)N2[C@H]1C[C@H]1c3ccccc3N(OOSc3ccccc3)[C@H]12
  A: 55.0%[activator]	B: .	C: 0.1%	D: .	E: 2.2%	F: 1.1%	G: .	H: 29.2%	I: ?

28	CCOC(=O)c1cnc(SCc2ccc(Cl)c(Cl)c2)nc1N1CC1
  A: 104.0%[activator]	B: .	C: -2.3%	D: .	E: 33.6%	F: -14.8%	G: .	H: 76.1%[activator]	I: 18.1%

Just G9a inh, Pol iota inh and GLS inhibitor, for 2 of the compounds above:
item | Compound | G9a inh | Pol iota inh | GLS inhibitor
22 | CC(C)CCOC(=O)c1c(N)n(CC2CCCO2)c2nc3ccccc3nc12 (stereo not drawn) | 84.2%[activator][59 µM] | 27.0% | -5.1%
23 | CC(C)(Oc1ccc(Cl)cc1)C(=O)OCC(=O)N1CCN(c2ccccc2)CC1 | -42.7% | 46.4%[activator] | 2.0%

Structures listed so far that contain four or more nitrogen atoms, in the order listed:
Abbreviations – A = HP1b chromo inh; B = BAZ2B block; C = Tb PGK inh; D = G9a inh; E = JMJD2A Tudor inh; F = GLS inhibitor; G = BLM inh; H = Pol iota inh; I = Pin1 inh
9	N/C(=N/[N+](=O)[O-])N1CCN(C(=O)c2ccc(Cl)cc2)CC1
  A: 26.3%	B: -4.7%	C: -1.9%	D: 7.8%	E: 7.7%	F: -2.6%	G: -0.7%	H: -5.9%	I: 4.3%

11	Cc1ccc(C2NC(=S)NC(c3ccc(C)cc3)C23C(=O)NC(=O)NC3=O)cc1 (stereo not drawn)
  A: 42.5%[activator]	B: -4.0%	C: 0.7%	D: -7.0%[59 µM]	E: -9.5%	F: 5.8%	G: -2.3%	H: 8.0%	I: ?

15	CN1C(=O)N(C)C(=O)C2(Cc3cc(NC(=O)c4ccccc4Cl)ccc3N3CCCC32)C1=O (stereo not drawn)
  A: 40.8%[activator]	B: -11.1%	C: 0.6%	D: .	E: ?	F: 2.3%	G: -5.6%	H: 10.3%	I: 21.2%

17	Cc1ccc(C)c(S(=O)(=O)c2nnn3c2nc(N2CCN(C)CC2)c2sccc23)c1
  A: 41.2%[activator]	B: ?	C: i	D: 5.1%[59 µM]	E: -29.3%	F: 5.8%	G: 0.7%	H: 27.7%	I: 0.3%

18	O=C1NC(=O)C(CCc2ccncc2)(CCc2ccncc2)C(=O)N1Cc1ccc(F)cc1
  A: -7.8%	B: -10.4%	C: 0.0%	D: .	E: -17.4%	F: 0.0%	G: -2.7%	H: 29.3%	I: -0.2%

22	CC(C)CCOC(=O)c1c(N)n(CC2CCCO2)c2nc3ccccc3nc12 (stereo not drawn)
  A: 157.3%	B: 109.0%[activator]	C: i	D: 84.2%[activator][59 µM]	E: 52.2%[activator]	F: -5.1%	G: 3.2%	H: 27.0%	I: 5.9%

Only part of the results is shown; count on the stated rates, not on these rows.
